OXTR potentiate = potentiates the human oxytocin receptor response; CHO-OTR cells, Fluo-8 calcium fluorescence, potentiator mode; 0% = oxytocin EC15, 100% = EC100; activation, % at 3 µM; actives 0.061% (n = 320,000);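 active means activation above that plate's cutoff, the mean activation of tested compounds plus 3 SD, cut at about 6.6% in these data, passing the limit was not always enough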;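 further: 100% uses oxytocin at 75 nM as the full agonist control; some results filed as inactive read as strong as hits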
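Material: CHO-OTR cells, human receptor; compound dosing: single dose, 3.0 µM nominal final compound concentration; schedule: 6 min compound pre-incubation at room temperature, 100 s kinetic read; measured by: kinetic Fluo-8 calcium fluorescence; read-out basis: % activation vs EC15 and EC100 oxytocin; controls: EC15 oxytocin alone as 0%, 75 nM oxytocin as 100%; replicates: singlicate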
CHRM1 antagonist = antagonists of human M1 muscarinic receptor. P11229. CHO-K1 hM1, Fluo-8 calcium fluorescence, ACh EC80 antagonist. inhibition, % at 3 µM. actives 1.3% (n = 360,000);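 active means percent inhibition above its own plate's cutoff, namely the mean of that plate's compound wells plus 3 SD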;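 further: peak over basal fluorescence ratio during 140 s after agonist addition; 0% = ACh EC80 plus DMSO and 100% = DMSO alone without agonist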
Target sequence (P11229 whole entry, looked up): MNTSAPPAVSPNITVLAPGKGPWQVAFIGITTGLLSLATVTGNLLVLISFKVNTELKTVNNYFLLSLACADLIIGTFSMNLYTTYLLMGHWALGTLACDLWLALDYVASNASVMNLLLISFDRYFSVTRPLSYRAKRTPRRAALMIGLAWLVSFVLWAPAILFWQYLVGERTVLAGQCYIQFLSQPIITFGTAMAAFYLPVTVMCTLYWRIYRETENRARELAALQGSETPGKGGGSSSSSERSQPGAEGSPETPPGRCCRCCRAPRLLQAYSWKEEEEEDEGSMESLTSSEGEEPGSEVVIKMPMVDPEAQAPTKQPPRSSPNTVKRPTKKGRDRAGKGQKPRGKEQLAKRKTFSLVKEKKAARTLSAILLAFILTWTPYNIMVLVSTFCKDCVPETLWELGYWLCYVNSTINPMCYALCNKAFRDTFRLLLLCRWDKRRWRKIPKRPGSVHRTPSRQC
TAAR1 agonist = agonists of human TAAR1; Q96RJ0; CHO RD-HGA16 TAAR1, Fluo-8 calcium fluorescence; vehicle wells 0%, saturating PEA agonist 100%; activation, % at 3 µM; actives 0.99% (n = 360,000);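 active means activation above the mean activation of all test compounds in the run plus 3 SD, cut at about 38% in these data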
Target sequence (Q96RJ0 whole entry, looked up): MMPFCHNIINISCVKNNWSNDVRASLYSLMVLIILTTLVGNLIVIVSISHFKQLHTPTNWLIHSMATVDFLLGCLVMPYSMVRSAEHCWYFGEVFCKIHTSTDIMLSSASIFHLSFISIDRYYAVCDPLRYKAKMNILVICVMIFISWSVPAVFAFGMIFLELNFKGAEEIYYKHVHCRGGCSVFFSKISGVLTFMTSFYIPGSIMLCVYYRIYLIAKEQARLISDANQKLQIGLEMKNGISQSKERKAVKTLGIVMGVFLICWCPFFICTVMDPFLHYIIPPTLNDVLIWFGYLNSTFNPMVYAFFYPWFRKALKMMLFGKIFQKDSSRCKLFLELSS
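System: CHO RD-HGA16 cells carrying human TAAR1 plus Gα16; Incubation: 17-24 h seeding, 75 min 37 °C dye, 30 min RT; Measured by: Fluo-8 fluorescence, 5 s baseline then 140 s kinetic read; Control set: DMSO and PEA EC100; Replication: single well for each compound.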
TAAR1 antag = human TAAR1 antagonism; CHO RD-HGA16 TAAR1, Fluo-8 calcium fluorescence, antagonist; AID 624466; inhibition, % at 3 µM; actives 1.5% (n = 360,000); Q96RJ0;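 active means inhibition above a per-plate cutoff, the mean inhibition of test compounds on that plate plus 3 SD, cut at about 49% in these data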;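 further: 0% = DMSO plus EC80 beta-PEA response and 100% = DMSO alone without agonist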
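Material: RD-HGA16 CHO cells with stable hTAAR1 and Gα16; Dosing: single nominal final test compound concentration of 3 µM; Schedule: seeding 17-24 h prior, 75-min 37 °C, 30-min RT dye loading; Detection: kinetic Fluo-8 calcium fluorescence measurement; Measure: % inhibition from peak post-agonist over basal fluorescence ratio; Benchmarks: vehicle and agonist controls.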
CHO parental Ca = signal in parental CHO cells, OX1R antagonist counter-screen; parental CHO-K1, ATP-induced calcium, Fluo-8 fluorescence; inhibition, % at 5.6 µM; actives 0.63% (n = 330,000); AID 463079;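 active means inhibition above that plate's mean sample inhibition plus 3 SD, cut at about 26% in these data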;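 further: 0% = ATP-challenged DMSO wells and 100% = DMSO wells without ATP; some compounds past the cut are filed as inactive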
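Assay system: parental CHO cells; Read-out basis: percent inhibition of ATP-evoked calcium rise, normalized to controls; Benchmarks: ATP and no-ATP DMSO wells; Compound dosing: single nominal dose of 5.6 µM per compound; Signal: Fluo-8 calcium dye fluorescence; Also added: ATP as calcium-mobilizing challenge; Repeats: singlicate.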
CHRM1 PAM = positive allosteric modulators of human M1 muscarinic receptor; CHO-K1 hM1, Fluo-8 calcium fluorescence, ACh EC20; 0% = ACh EC20, 100% = maximal ACh; actives 0.088% (n = 360,000); AID 588819; activation, % at 3 µM; in the data active means activation above about 19%, passing the limit was not always enough
M1 ag = activates human CHRM1 receptor. AID 588814. CHO-K1 hM1, Fluo-8 calcium fluorescence, agonist mode; 0% DMSO, 100% acetylcholine EC100. activation, % at 3 µM. P11229. actives 0.33% (n = 360,000);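 active means activation above the run's mean compound activation plus 3 SD, cut at about 16% in these data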;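 further: peak over basal fluorescence ratio within a 140 s kinetic read after compound addition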
V1R ag counter = V1a receptor agonism, counter-screen for OXTR agonists; P37288; CHO-V1R cells, Fluo-8 calcium fluorescence, agonist mode; 0% DMSO, 100% 3 nM vasopressin; activation, % at 3 µM; actives 0.25% (n = 320,000);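 active means activation above the mean activation of all tested compounds plus 3 SD, per screening run, cut at about 20% in these data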;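 further: signal is peak over basal fluorescence ratio across a 100 second FLIPR read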
OXTR agonist = activates the human oxytocin receptor; actives 0.32% (n = 320,000); CHO-OTR cells, Fluo-8 calcium fluorescence; normalized: DMSO 0%, oxytocin 100%; activation, % at 3 µM; AID 2435;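 active means activation above the mean of all tested compounds plus 3 SD, cutoff set per screening run, cut at about 20% in these data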;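 further: peak over basal fluorescence ratio from a 100 s FLIPR kinetic read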
* = called active by the depositor.

O=C(CSc1nc2ccccc2o1)Nc1ccccc1N1CCOCC1 was read as OXTR potentiate 2, CHRM1 antagonist -2, TAAR1 agonist 9, TAAR1 antag 14, CHO parental Ca -7, CHRM1 PAM 4, M1 ag -4, V1R ag counter -0.6 and OXTR agonist -1.1.
`COc1ccc(C(C(=O)NCCC(C)C)N(CCN2CCOCC2)C(=O)Cn2nnc3ccccc32)c(OC)c1` (stereo not drawn) gave OXTR potentiate -4, CHRM1 antagonist 4, TAAR1 agonist 1, TAAR1 antag 3, CHO parental Ca -20, CHRM1 PAM 11, M1 ag -12, V1R ag counter 0.1 and OXTR agonist -1.1.
`Cc1ccc(/C([O-])=C(/C(=S)NCc2ccc3c(c2)OCO3)[n+]2ccc(N(C)C)cc2)c(C)c1` gave OXTR potentiate -2, CHRM1 antagonist 1, TAAR1 agonist 8, TAAR1 antag 4, CHO parental Ca -14, CHRM1 PAM 3, M1 ag -7, V1R ag counter 0.5 and OXTR agonist -0.6.
For Cc1ccccc1NC(=O)CCC(=O)N/N=C/c1ccncc1 the results were OXTR potentiate 0, CHRM1 antagonist 1, TAAR1 agonist 1, TAAR1 antag -19, CHO parental Ca 0, CHRM1 PAM 2, M1 ag -3, V1R ag counter -0.1 and OXTR agonist -0.6.
`CC(C)(CNc1ccc([N+](=O)[O-])cc1C#N)N1CCOCC1` gave OXTR potentiate -8, CHRM1 antagonist 6, TAAR1 agonist 0, TAAR1 antag -12, CHO parental Ca -9, CHRM1 PAM 1, M1 ag -5, V1R ag counter -0.7 and OXTR agonist -1.1.
`COc1ccccc1Nc1nnc(SCC2CCCCO2)s1` (stereo not drawn) gave OXTR potentiate 2, CHRM1 antagonist -5, TAAR1 agonist 2, TAAR1 antag -13, CHO parental Ca -4, CHRM1 PAM 7, M1 ag -4, V1R ag counter -1.5 and OXTR agonist -2.6.
For CCOC(=O)N1CCN(c2ccc(C(=O)CC)cc2F)CC1 the results were OXTR potentiate -4, CHRM1 antagonist 3, TAAR1 agonist 10, TAAR1 antag 6, CHO parental Ca -12, CHRM1 PAM 1, M1 ag -1, V1R ag counter 8.2 and OXTR agonist 3.6.
CCOC(=O)c1cnc2ccccc2c1NCCc1ccc(OC)c(OC)c1 was read as OXTR potentiate -4, CHRM1 antagonist -3, TAAR1 agonist 1, TAAR1 antag 0, CHO parental Ca -12, CHRM1 PAM 0, M1 ag -5, V1R ag counter -1.6 and OXTR agonist -1.5.
For COc1ccc(NS(=O)(=O)c2cccc(C(=O)N/N=C/c3ccc(O)cc3)c2)cc1 the results were OXTR potentiate -8, CHRM1 antagonist -3, TAAR1 agonist 1, TAAR1 antag -14, CHO parental Ca -4, CHRM1 PAM 3, M1 ag -5, V1R ag counter 0.6 and OXTR agonist -0.5.
COc1cc(/C=N/n2c(-c3n[nH]c4c3CCC4)n[nH]c2=S)ccc1O was read as OXTR potentiate -1, CHRM1 antagonist 8, TAAR1 agonist 1, TAAR1 antag -21, CHO parental Ca -5, CHRM1 PAM -10, M1 ag -7, V1R ag counter -0.4 and OXTR agonist 0.1.
O=C(Nc1nnc(-c2ccco2)o1)c1ccc([N+](=O)[O-])s1 was read as OXTR potentiate -9, CHRM1 antagonist -4, TAAR1 agonist 0, TAAR1 antag -10, CHO parental Ca -7, CHRM1 PAM 5, M1 ag -2, V1R ag counter 0.2 and OXTR agonist -1.5.
`Fc1ccccc1CSc1ncnc2sc3c(c12)CCCC3` gave OXTR potentiate -2, CHRM1 antagonist -13, TAAR1 agonist 2, TAAR1 antag 4, CHO parental Ca -13, CHRM1 PAM 3, M1 ag -2, V1R ag counter 1.3 and OXTR agonist -0.9.
For Cc1ccc(S(=O)(=O)N2CCCC2C(=O)NCc2ccncc2)cc1 (stereo not drawn) the results were OXTR potentiate -6, CHRM1 antagonist 6, TAAR1 agonist 6, TAAR1 antag -12, CHO parental Ca -1, CHRM1 PAM 1, M1 ag -1, V1R ag counter 0.1 and OXTR agonist -0.4.
CCCn1c(N2CCC(Cc3ccccc3)CC2)nc2c1c(=O)[nH]c(=O)n2C was read as OXTR potentiate -19, CHRM1 antagonist -14, TAAR1 agonist 15, TAAR1 antag -10, CHO parental Ca 4, CHRM1 PAM 0, M1 ag -2, V1R ag counter -1.4 and OXTR agonist 3.9.
Screening CCNC(=S)Nc1ccc(Cl)c(C(F)(F)F)c1 returned OXTR potentiate -8, CHRM1 antagonist 12, TAAR1 agonist 7, TAAR1 antag -29, CHO parental Ca 10, CHRM1 PAM -8, M1 ag 3, V1R ag counter 11 and OXTR agonist 8.9.
`O=C(Nc1ncc(S(=O)(=O)c2ccc([N+](=O)[O-])cc2)s1)c1ccccc1F` gave OXTR potentiate -8, CHRM1 antagonist 32*, TAAR1 agonist 101*, TAAR1 antag 59*, CHO parental Ca 39*, CHRM1 PAM -17, M1 ag 30*, V1R ag counter 41* and OXTR agonist 33*.
Screening Cc1cc(-c2ccc([N+](=O)[O-])cc2)cc(C)n1 returned CHRM1 antagonist -16, TAAR1 agonist -1, TAAR1 antag -7, CHRM1 PAM 15 and M1 ag -3.
Cc1ccc(C(=O)Nc2ncc3c(Cl)cccc3n2)cc1 was read as OXTR potentiate -7, CHRM1 antagonist -7, TAAR1 agonist 4, TAAR1 antag 0, CHO parental Ca -8, CHRM1 PAM 2, M1 ag -2, V1R ag counter -1.2 and OXTR agonist -2.3.
`COc1cccc(CN2C(=NC(=O)C3CCCO3)SC3CS(=O)(=O)CC32)c1` (stereo not drawn) gave CHRM1 antagonist -6, TAAR1 agonist 1, TAAR1 antag -10, CHRM1 PAM 8 and M1 ag -1.
CCc1ccccc1NC(=S)NN was read as OXTR potentiate -2, TAAR1 agonist 5, TAAR1 antag 5, CHO parental Ca -12, V1R ag counter 0.7 and OXTR agonist 0.6.
Screening CCOc1ccccc1N(CC(=O)N1CCc2ccccc2C1)S(C)(=O)=O returned OXTR potentiate -6, CHRM1 antagonist -4, TAAR1 agonist 5, TAAR1 antag -2, CHO parental Ca -9, CHRM1 PAM 1, M1 ag -4, V1R ag counter 0.0 and OXTR agonist -0.9.
Screening CC(C)c1ccccc1NC(=O)c1cccnc1 returned OXTR potentiate -7, CHRM1 antagonist -19, TAAR1 agonist 11, TAAR1 antag 12, CHO parental Ca -4, CHRM1 PAM 6, M1 ag -2, V1R ag counter 0.1 and OXTR agonist -0.7.
`NC(Cc1ccc(C(F)(F)F)cc1)c1csc(NC(=O)Nc2ccccc2Oc2ccccc2)n1` (stereo not drawn) gave CHRM1 antagonist -7, TAAR1 agonist 31, TAAR1 antag 41, CHRM1 PAM 5 and M1 ag 5.
For COc1ccccc1CNC(=O)C(=O)NCC1OCCN1S(=O)(=O)c1ccc(Br)cc1 (stereo not drawn) the results were OXTR potentiate -9, CHRM1 antagonist -7, TAAR1 agonist 2, TAAR1 antag 11, CHO parental Ca -19, CHRM1 PAM 15, M1 ag 1, V1R ag counter 7.2 and OXTR agonist 0.1.
Screening Cc1c(C)c2c(OCC(=O)N3CCC(C(N)=O)CC3)cc3c(c2oc1=O)CCC(C)(C)O3 returned OXTR potentiate -5, CHRM1 antagonist 11, TAAR1 agonist 0, TAAR1 antag -26, CHO parental Ca -14, CHRM1 PAM -11, M1 ag -1, V1R ag counter 0.0 and OXTR agonist -1.2.
COc1ccc(C2C(C#N)=C(N)N(c3sc4c(c3C#N)CCCC4)C3=C2C(=O)CC(C)(C)C3)cc1OC (stereo not drawn) was read as OXTR potentiate -10, CHRM1 antagonist -5, TAAR1 agonist 1, TAAR1 antag -14, CHO parental Ca -32, CHRM1 PAM 5, M1 ag -3, V1R ag counter -0.1 and OXTR agonist -1.2.
`COc1cc(/C=N/NC(=O)CNS(=O)(=O)c2ccc(C)cc2)cc(OC)c1OC` gave OXTR potentiate 0, CHRM1 antagonist -4, TAAR1 agonist 0, TAAR1 antag 4, CHO parental Ca -5, CHRM1 PAM 8, M1 ag -4, V1R ag counter -0.8 and OXTR agonist -1.1.
Screening CCOC(=O)c1[nH]c(C)c(C(=O)NC(C)CC)c1C (stereo not drawn) returned OXTR potentiate -4, CHRM1 antagonist -15, TAAR1 agonist 0, TAAR1 antag -18, CHO parental Ca -14, CHRM1 PAM 4, M1 ag -7, V1R ag counter 0.4 and OXTR agonist 1.7.
`Cc1ccc(-c2csc3ncn(CC(N)=O)c(=O)c23)cc1C` gave OXTR potentiate -1, CHRM1 antagonist -5, TAAR1 agonist 4, TAAR1 antag -17, CHO parental Ca 0, CHRM1 PAM 5, M1 ag -1, V1R ag counter -0.2 and OXTR agonist -0.9.
CCc1ccc(OCC(=O)NC(=S)Nc2ccc(C)cc2C)c(Br)c1 was read as OXTR potentiate -2, CHRM1 antagonist 6, TAAR1 agonist 1, TAAR1 antag -14, CHO parental Ca -5, CHRM1 PAM -3, M1 ag -6, V1R ag counter 0.9 and OXTR agonist -0.1.
`COC(=O)CCCC(=O)N1CCC(CCC(=O)NCc2ccc(F)cc2)CC1` gave OXTR potentiate 2, CHRM1 antagonist -6, TAAR1 agonist 1, TAAR1 antag -18, CHO parental Ca -13, CHRM1 PAM 4, M1 ag -3, V1R ag counter 1.4 and OXTR agonist 0.8.
Screening CC(=O)Nc1ccc(NC(=O)[C@@H](NC(=O)N2C[C@H]3C[C@@H](C2)c2cccc(=O)n2C3)C(C)C)cc1 returned OXTR potentiate 1, CHRM1 antagonist -11, TAAR1 agonist 1, TAAR1 antag 2, CHO parental Ca -10, CHRM1 PAM 3, M1 ag -1, V1R ag counter 0.8 and OXTR agonist 1.2.
Screening COc1ccc(CCN2CN(S(=O)(=O)c3ccc(OC)cc3)c3nc4ccccc4nc32)cc1 returned OXTR potentiate -1, CHRM1 antagonist 4, TAAR1 agonist 10, TAAR1 antag -11, CHO parental Ca -11, CHRM1 PAM 0, M1 ag -1, V1R ag counter 0.8 and OXTR agonist 3.0.
CC(OC(=O)c1ccc2c(c1)NC(=O)CS2)C(=O)c1ccc(F)cc1 (stereo not drawn) was read as OXTR potentiate -8, CHRM1 antagonist -6, TAAR1 agonist 1, TAAR1 antag 13, CHO parental Ca -14, CHRM1 PAM 0, M1 ag 4, V1R ag counter 6.4 and OXTR agonist 5.3.

Source: PubChem BioAssay (The Scripps Research Institute Molecular Screening Center)
